Bioassay records (PubChem BioAssay)
ZTA counter: ZTA (EBV) inhibition in EBNA-1 counter-screen. P03206. ZTA-DNA binding, fluorescence polarization. inhibition, % at 11 µM. 320,000 tested, 0.15% active. AID 2234; in the data active = inhibition above about 33%
Target sequence (P03206 whole entry, looked up): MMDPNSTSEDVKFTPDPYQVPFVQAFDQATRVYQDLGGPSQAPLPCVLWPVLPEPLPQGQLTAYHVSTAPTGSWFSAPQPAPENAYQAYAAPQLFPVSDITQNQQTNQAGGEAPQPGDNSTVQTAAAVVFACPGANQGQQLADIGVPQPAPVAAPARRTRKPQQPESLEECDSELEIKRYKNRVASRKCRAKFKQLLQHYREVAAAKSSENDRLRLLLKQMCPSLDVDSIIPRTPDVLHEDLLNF
EBNA-1 inh: blocks EBNA-1 binding to DNA; AID 1950; inhibition, % at 14.8 µM; EBNA-1 DNA binding, fluorescence polarization; 300,000 tested, 0.34% active; in the data active = inhibition above about 28%
PREPL inhibitor: inhibitors of human prolyl oligopeptidase-like enzyme PREPL; Q4J6C6; recombinant PREPL, fluorescence polarization activity-based probe; inhibition, % at 5.96 µM; 320,000 tested, 0.68% active; AID 2751; in the data active = inhibition above about 43%;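 note: 0% = enzyme with DMSO and 100% = wells lacking enzyme; many of its hits are not listed in these tables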
PAD4 inh: PAD4 (human) enzyme inhibition | recombinant PAD4, RCA probe fluorescence polarization | inhibition, % at 6.36 µM | 330,000 tested, 0.41% active;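 active = percent inhibition above a cutoff equal to the mean of all tested compounds plus 3 SD, cut at about 15% in these data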;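 note: 0% = PAD4 with RCA probe and DMSO and 100% = probe without PAD4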
GSTO1 inh: counter-screen for RBBP9 inhibitors: inhibitors of human GSTO1 | P78417 | recombinant GSTO1, activity-based probe fluorescence polarization | inhibition, % at 5.96 µM | 300,000 tested, 1.1% active;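 active = inhibition above the campaign mean inhibition plus 3 SD, cut at about 35% in these data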;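 note: 0% = GSTO1-1 with DMSO and 100% = wells lacking GSTO1-1 enzyme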
LYPLA2 inh: LYPLA2 (human) inhibition in PME1 counter-screen; O95372; recombinant LYPLA2, FP-Rh probe fluorescence polarization; inhibition, % at 5.9 µM; 320,000 tested, 0.38% active;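 active = inhibition above the screen-wide mean plus 3 SD, limit set per campaign, cut at about 26% in these data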;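 note: 0% = LYPLA2 with DMSO and 100% = wells lacking LYPLA2 enzyme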
Target sequence (O95372 whole entry, looked up): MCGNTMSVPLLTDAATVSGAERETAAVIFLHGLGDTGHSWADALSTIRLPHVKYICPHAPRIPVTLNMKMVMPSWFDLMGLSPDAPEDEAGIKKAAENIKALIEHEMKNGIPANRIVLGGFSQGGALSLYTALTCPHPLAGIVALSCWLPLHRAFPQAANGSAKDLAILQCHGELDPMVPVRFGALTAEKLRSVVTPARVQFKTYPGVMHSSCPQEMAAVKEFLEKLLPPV
PAFAH1B3 FP inh: blocks human PAF acetylhydrolase 1B catalytic subunit 3. Q15102. 340,000 tested, 0.28% active. inhibition, % at 3.39 µM. recombinant PAFAH1B3, FP-rhodamine probe, fluorescence polarization;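 active = inhibition above the screen-wide average of all tested compounds plus 3 SD, cut at about 25% in these data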;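 note: 0% = enzyme with DMSO only and 100% = wells lacking PAFAH1B3 protein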
Target sequence (Q15102 whole entry, looked up): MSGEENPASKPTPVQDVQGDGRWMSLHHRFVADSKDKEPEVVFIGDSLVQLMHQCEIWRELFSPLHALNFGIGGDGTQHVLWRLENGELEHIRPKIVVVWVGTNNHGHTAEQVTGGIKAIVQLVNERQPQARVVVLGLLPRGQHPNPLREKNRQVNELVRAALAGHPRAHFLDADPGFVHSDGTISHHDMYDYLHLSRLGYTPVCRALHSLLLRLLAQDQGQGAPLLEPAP
PAFAH2 FP inh: PAFAH2 (human) inhibition | Q99487 | 340,000 tested, 0.99% active | recombinant PAFAH2, FP-rhodamine activity probe, fluorescence polarization | inhibition, % at 3.39 µM;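 active = inhibition above the mean over all tested compounds plus 3 SD, cut at about 30% in these data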;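 note: inhibitors block probe labeling of enzyme so polarization drops; 0% = enzyme with DMSO and 100% = wells lacking PAFAH2 protein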
LYPLA1 inh: blocks human lysophospholipase 1, a PME1 counter-screen; O75608; recombinant LYPLA1, FP-Rh probe fluorescence polarization; inhibition, % at 5.9 µM; 320,000 tested, 0.16% active;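 active = inhibition above the mean of all tested compounds plus 3 SD, set per campaign, cut at about 14% in these data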;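 note: inhibitors block serine hydrolase probe labeling of LYPLA1 so polarization falls; 0% = enzyme with DMSO and 100% = wells lacking LYPLA1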
Target sequence (O75608 whole entry, looked up): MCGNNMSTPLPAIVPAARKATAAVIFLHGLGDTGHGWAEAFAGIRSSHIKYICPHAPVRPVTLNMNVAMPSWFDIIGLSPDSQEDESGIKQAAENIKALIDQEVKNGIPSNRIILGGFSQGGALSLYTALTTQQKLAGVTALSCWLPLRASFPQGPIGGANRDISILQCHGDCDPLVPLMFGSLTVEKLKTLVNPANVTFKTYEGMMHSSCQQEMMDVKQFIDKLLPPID
An asterisk follows results filed as active; x = not tested or not shown.

Under each structure: ZTA counter	EBNA-1 inh	PREPL inhibitor	PAD4 inh	GSTO1 inh	LYPLA2 inh	PAFAH1B3 FP inh	PAFAH2 FP inh	LYPLA1 inh
1	O=C(Nc1ccc(OCc2ccccc2)cc1)c1cccs1
 : -10	21	12	-5	6	0	4	-2	-4
2	OC(CN1CCN(c2cccc(Cl)c2)CC1)C(c1ccccc1)c1ccccc1 (stereo not drawn)
 : 5	0	20	5	6	0	-6	-1	1
3	COc1cccc(OC)c1C(=O)OCC(=O)NC1CCCCCC1
 : -4	x	17	-6	x	-1	5	2	-2
4	O=C(COc1ccccc1)NCC(c1ccco1)N1CCN(c2ccccc2F)CC1 (stereo not drawn)
 : 2	8	-74	5	-3	5	-2	5	1
5	O=C(CSCCO)Nc1cccc([N+](=O)[O-])c1
 : -18	13	4	-2	-3	-1	4	-12	3
6	Nc1nc(-c2ccc(Cl)cc2)nn1C(=O)c1cccnc1
 : 8	-18	16	0	-1	-6	3	3	-2
7	O=C(CN1CCOCC1)Nc1ccc(S(=O)(=O)NC2CCCCC2)cc1
 : -1	-2	-4	-2	4	-4	4	-2	-4
8	O=C(OC(C(=O)Nc1ccc(Cl)cc1C(F)(F)F)c1ccccc1)C1=COCCO1 (stereo not drawn)
 : -12	5	-6	-3	3	-1	3	8	-6
9	CCCn1c(=O)c2c(nc(Br)n2CCC)n(C)c1=O
 : 9	-8	15	0	1	0	6	1	0
10	COc1cc(C)c(Cl)c(C)c1S(=O)(=O)NC1CC(C)(C)NC(C)(C)C1
 : -8	4	-5	1	1	3	0	18	2
11	CC(OC(=O)c1ncc(Cl)c(Cl)c1Cl)C(=O)NC1CCCCC1C (stereo not drawn)
 : 0	-4	1	-3	-10	5	8	2	1
12	c1ccc(CCC2CCCCN2Cc2nc(-c3ccc4c(c3)OCO4)no2)nc1 (stereo not drawn)
 : 0	1	3	2	3	15	4	0	-1
13	CCN1CCC2(CC1)N=C(c1ccc(F)cc1)C(=S)N2
 : -15	6	16	5	18	-3	8	8	-3
14	O=C(/C=C/c1c(F)cccc1Cl)Nc1ccncc1
 : -6	-1	6	0	-6	2	11	6	-11
15	CCOC(=O)CSc1nc2ccccc2n2c(C)nnc12
 : 2	3	17	0	-9	6	4	9	-3
16	Cc1c(CNCc2cccs2)c(C(=O)O)c(C)n1Cc1ccccc1
 : -16	7	7	-1	22	0	7	-1	-3
17	Cc1nc(C(=O)N2CCCC(N3CCN(c4ccccc4C)CC3)C2)cs1 (stereo not drawn)
 : 4	2	22	-1	2	2	-7	2	-1
18	Cc1ccccc1OCc1nnc(SCC(=O)Nc2ccc3nc(SCC(=O)NC(C)(C)C)sc3c2)n1C
 : 0	-12	-3	2	-6	7	4	1	1
19	COc1cc(NC(=O)CCNC(=O)Cn2ccc3ccccc3c2=O)cc(OC)c1OC
 : -7	1	-3	-3	2	4	6	2	0
20	Clc1ccccc1-c1nnc2sc(CCc3ccccc3)nn12
 : -8	2	13	-2	4	4	1	5	-1
21	COc1cc(C(=O)NCCNC(=O)c2cnccn2)cc(OC)c1OC
 : -3	0	-7	3	1	4	-2	5	-1
22	Cc1cc(C(=O)N2CCN(S(C)(=O)=O)CC2)sc1-c1ccccc1
 : -7	21	14	-2	0	13	8	5	1
23	N#Cc1c(-c2ccncc2)cc(-c2ccc(F)cc2)nc1N
 : -13	7	-9	-1	2	-3	7	1	-3
24	CC1(C(=O)NC(=S)N(CCC#N)c2ccccc2)CC1(Cl)Cl (stereo not drawn)
 : -10	-6	-12	0	2	3	2	0	3
25	CC(=O)C1=C(C)Nc2ncnn2C1c1ccc(Br)cc1 (stereo not drawn)
 : 4	-1	-12	1	-5	-1	2	7	0
26	CCn1c(NCc2cccc(OC)c2OC)nc2ccccc21
 : -11	-4	2	1	-2	5	4	11	3
27	Cc1nn(C)c(C)c1CCC(=O)N1CCCC(Nc2ccc(C(C)C)cc2)C1 (stereo not drawn)
 : -7	-11	7	-6	-6	-7	8	2	2
28	CC1CCCCC1NC(=S)NC(=O)c1ccccc1Cl (stereo not drawn)
 : x	x	10	-1	x	x	-6	-8	x
29	O=C(CC(c1ccccc1)c1ccccc1O)NCc1ccccc1Cl (stereo not drawn)
 : 2	7	-10	2	-2	-5	4	1	-7
30	CCC(=O)N1CCC(c2ccc(OC)cc2)=N1
 : -16	-11	-3	-1	5	-6	5	2	1
31	Oc1ccc(-c2nc3ccccc3s2)cc1
 : 13	-4	-28	-7	2	-1	2	-3	0
32	COc1cc(C(=O)NCCOc2cc(C)cc(C)c2)cc(OC)c1OC
 : 3	-13	-6	-2	-2	-3	3	4	2
33	CCOc1ccccc1NC(=O)CC(O)(C(F)(F)F)C(F)(F)F
 : 8	-3	13	-2	2	2	-4	6	1
34	CC/C(C)=N/Nc1nc2c(c(=O)[nH]c(=O)n2C)n1CCc1ccccc1
 : -1	-21	18	-7	26	0	9	7	0
35	O=C(COc1cccc(Br)c1)N/N=C1\CCSC1
 : 1	-1	5	-2	-3	-1	0	-7	-3
36	Oc1ccc2ccccc2c1-c1sc(Nc2ccccc2)n[n+]1-c1ccc(F)cc1
 : -8	7	2	-2	0	0	9	-6	-2
37	CCN1CCN(C(=O)CN2C(=O)c3ccccc3S2(=O)=O)CC1
 : -3	-3	6	1	5	5	3	4	4
38	CCCCNC(=S)Nc1cccc2cnccc12
 : 10	11	10	3	0	-2	9	1	-3
39	CCOc1ccc(N(CC(=O)NCCSCc2ccccc2)S(=O)(=O)c2ccccc2)cc1
 : 13	6	-7	-1	1	-2	-3	1	-6
40	Cc1onc(C(=O)NN)c1C(=O)Nc1ncc(C(F)(F)F)cc1Cl
 : -5	-6	3	3	5	-10	4	3	-7
41	C=CCOc1c(CNc2ncn[nH]2)cccc1OCC
 : -1	4	3	3	2	3	1	-8	-4
42	COc1ccc(OC)c(S(=O)(=O)N/N=C\c2ccc3c(c2)OCO3)c1
 : -15	13	16	0	0	8	-1	2	-2
43	C=CCc1ccc(OCCCCNC(C)CC)c(OC)c1 (stereo not drawn)
 : 5	5	2	-1	1	3	3	3	3
44	O=C(OCc1nnc(-c2ccccc2)o1)c1ccc2c(c1)OCCO2
 : 13	1	-29	-2	-8	7	-1	75*	-3
45	Cc1ccc(CNC(=O)C2CCC(=O)N2Cc2ccccc2Cl)cc1 (stereo not drawn)
 : -10	-3	8	4	17	0	3	-3	1
46	CC(=O)N1CCc2cc(C(=O)CN3CCC(C)CC3)ccc21
 : -6	-7	2	-4	0	-2	8	-2	-6
47	O=C1CC(c2ccc(Cl)cc2)n2nc(N3C(=O)CCC3=O)nc2N1 (stereo not drawn)
 : 2	-3	24	-4	1	-1	-4	0	1
48	Cc1ccc(-c2cc(-c3ccccc3)nc(N)c2C#N)o1
 : 7	-1	0	-2	0	-5	4	2	-6
49	CC(C1CC1)N(C(=O)c1ccccc1O)c1ccccc1 (stereo not drawn)
 : 8	-1	-1	4	2	-1	7	5	-1
50	COc1ccc(-n2c(SCC(=O)Nc3sc4c(c3C#N)CCCC4)nnc2-c2ccccc2OC)cc1
 : -3	7	14	5	-14	0	0	-14	-3
51	COc1ccccc1P(=O)(Cc1ccccc1[N+](=O)[O-])c1ccccc1 (stereo not drawn)
 : 13	8	10	2	-4	-7	3	0	-5
52	COc1ccc(/C=C2\SC(=S)N(CCCC(=O)Nc3cccc(C(=O)O)c3)C2=O)cc1OC
 : 3	9	8	-8	-5	5	2	-5	-5
53	N#CC(=C1CCCC1)c1nc(-c2ccccc2O)cs1
 : 9	1	4	-6	5	-8	3	1	-10
54	COc1ccc2c(=O)c3ccccc3oc2c1
 : 6	6	-5	-2	-5	1	2	1	-2
55	CC1CCC(NC(=O)COC(=O)CSc2ccc(C(N)=O)cc2[N+](=O)[O-])CC1 (stereo not drawn)
 : -1	-1	12	-3	3	-2	2	10	1
56	CCN(CCn1cccn1)C(=O)c1cc(COc2ccc(F)c(F)c2)on1
 : 8	2	14	-2	8	4	8	1	0
57	Cc1cccc(NC(=O)CCN2C(=O)C3C4C=CC(C4)C3C2=O)n1 (stereo not drawn)
 : -3	-12	-1	-2	-7	-1	3	-4	1
58	Cc1cc(C)cc(C(=O)NCC(=O)OCN2C(=O)c3ccccc3C2=O)c1
 : -7	x	19	-4	x	3	7	2	1
59	C=CCN1C=C2C(=O)C(C)(OC(=O)CCC(=O)OC)C(=O)C=C2C=C1C1CC1 (stereo not drawn)
 : 10	5	20	17*	37*	3	1	4	2
60	CCOc1ccccc1NC(=O)CSc1nnc(-c2ccco2)o1
 : -6	5	1	-1	8	5	1	-1	3
61	CC1CC(C)CN(C(=O)Cn2nnc(-c3ccccc3)n2)C1 (stereo not drawn)
 : -12	-4	6	6	5	-6	8	-5	2
62	Cn1c(SCC(=O)N2CCN(S(=O)(=O)c3ccccc3)CC2)nc2ccccc21
 : -1	1	16	-2	5	1	-1	1	-3
63	CC(=O)Oc1ccc(-c2nc3cc(Cl)ccc3c(=O)o2)cc1
 : 3	6	-1	-4	-59	-6	10	2	-7

Eleven entries out of the list, ordered by SMILES length, smallest number first.
Under each structure: ZTA counter	EBNA-1 inh	PREPL inhibitor	PAD4 inh	GSTO1 inh	LYPLA2 inh	PAFAH1B3 FP inh	PAFAH2 FP inh	LYPLA1 inh
38	CCCCNC(=S)Nc1cccc2cnccc12
 : 10	11	10	3	0	-2	9	1	-3
30	CCC(=O)N1CCC(c2ccc(OC)cc2)=N1
 : -16	-11	-3	-1	5	-6	5	2	1
35	O=C(COc1cccc(Br)c1)N/N=C1\CCSC1
 : 1	-1	5	-2	-3	-1	0	-7	-3
49	CC(C1CC1)N(C(=O)c1ccccc1O)c1ccccc1 (stereo not drawn)
 : 8	-1	-1	4	2	-1	7	5	-1
29	O=C(CC(c1ccccc1)c1ccccc1O)NCc1ccccc1Cl (stereo not drawn)
 : 2	7	-10	2	-2	-5	4	1	-7
33	CCOc1ccccc1NC(=O)CC(O)(C(F)(F)F)C(F)(F)F
 : 8	-3	13	-2	2	2	-4	6	1
40	Cc1onc(C(=O)NN)c1C(=O)Nc1ncc(C(F)(F)F)cc1Cl
 : -5	-6	3	3	5	-10	4	3	-7
12	c1ccc(CCC2CCCCN2Cc2nc(-c3ccc4c(c3)OCO4)no2)nc1 (stereo not drawn)
 : 0	1	3	2	3	15	4	0	-1
58	Cc1cc(C)cc(C(=O)NCC(=O)OCN2C(=O)c3ccccc3C2=O)c1
 : -7	x	19	-4	x	3	7	2	1
36	Oc1ccc2ccccc2c1-c1sc(Nc2ccccc2)n[n+]1-c1ccc(F)cc1
 : -8	7	2	-2	0	0	9	-6	-2
62	Cn1c(SCC(=O)N2CCN(S(=O)(=O)c3ccccc3)CC2)nc2ccccc21
 : -1	1	16	-2	5	1	-1	1	-3

An excerpt, so the mix of outcomes need not match the whole.
